Compound activity (PubChem BioAssay)
PPARg SRC-1 ag = agonists of human PPARgamma SRC-1 coactivator recruitment; P37231; PPARgamma-SRC-1 coactivator recruitment biochemical assay; activation, % at 8 µM; 0.41% of 200,000 active; AID 631; in the data active = activation above about 19%;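 also: 0% = DMSO and 100% = reference agonist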
Target sequence (P37231 whole entry, looked up): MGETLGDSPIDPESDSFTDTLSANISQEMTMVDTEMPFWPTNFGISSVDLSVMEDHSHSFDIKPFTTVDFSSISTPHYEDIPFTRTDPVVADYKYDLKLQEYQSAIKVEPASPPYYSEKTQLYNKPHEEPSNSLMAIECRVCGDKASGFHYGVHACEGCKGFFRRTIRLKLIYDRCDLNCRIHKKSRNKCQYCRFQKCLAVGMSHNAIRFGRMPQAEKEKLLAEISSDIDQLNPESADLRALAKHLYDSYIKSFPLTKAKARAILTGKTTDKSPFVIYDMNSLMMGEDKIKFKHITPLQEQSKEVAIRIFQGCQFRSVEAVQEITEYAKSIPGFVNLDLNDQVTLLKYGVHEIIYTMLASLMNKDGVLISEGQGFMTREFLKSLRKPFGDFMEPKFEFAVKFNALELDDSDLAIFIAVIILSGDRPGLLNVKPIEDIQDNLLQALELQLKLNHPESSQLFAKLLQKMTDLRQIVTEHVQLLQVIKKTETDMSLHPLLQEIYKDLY
TLR4 MyD88 comp = blocks binding of human TLR4 to MyD88 | 0.18% of 200,000 active | O00206+Q99836 | AID 861 | HeLa CL3-4 TLR4/MyD88 BLA complementation, FRET ratio | inhibition, % at 8.4 µM; in the data active = inhibition above about 25%;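 also: 0% = vehicle and 100% = reference inhibitor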
STAT3 blocker = inhibitors of IL-6 induced STAT3 signaling; inhibition, % at 5.5 µM; 0.89% of 190,000 active; U3A cells, IL-6 STAT3-luciferase reporter, luminescence; host cell line lacks STAT1;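 active = inhibition above the mean inhibition across all screened compounds plus 3 SD, cut at about 44% in these data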;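 also: 0% = DMSO only wells and 100% = 100 µM nifuroxazide control wells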
ROMK mod = modulates human ROMK potassium channel activity | Tet-inducible ROMK, thallium flux fluorescence; actives lie on both sides | 2% of 130,000 active | AID 1918 | B-score at 10 µM;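 active = signal ratio slope over the read window, or its plate-corrected B-score, at least 3 SD from the plate mean, either direction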;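 also: B-score of the F/F0 ratio slope over 7 to 12 s after thallium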
Target sequence (P48048 whole entry, looked up): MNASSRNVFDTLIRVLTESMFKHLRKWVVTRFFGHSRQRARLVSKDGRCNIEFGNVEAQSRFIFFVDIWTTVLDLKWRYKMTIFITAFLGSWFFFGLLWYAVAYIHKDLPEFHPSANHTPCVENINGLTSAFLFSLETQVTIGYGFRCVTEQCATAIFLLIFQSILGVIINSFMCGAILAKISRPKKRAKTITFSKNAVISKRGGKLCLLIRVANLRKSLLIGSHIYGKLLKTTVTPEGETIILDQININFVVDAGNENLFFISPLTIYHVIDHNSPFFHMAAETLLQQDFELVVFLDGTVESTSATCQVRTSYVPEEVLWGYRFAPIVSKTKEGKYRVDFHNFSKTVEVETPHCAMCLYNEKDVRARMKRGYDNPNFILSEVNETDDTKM
STAT1 inh = inhibitors of IFN-gamma induced STAT1 signaling; NIH 3T3 STAT1-luciferase reporter, luminescence; inhibition, % at 5.5 µM; 0.35% of 200,000 active; AID 920;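 active = inhibition above a set limit, the mean inhibition across all tested compounds plus 3 SD, cut at about 34% in these data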;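 also: 0% = IFN-gamma with DMSO and 100% = IFN-gamma with 300 µM nifuroxazide; values of inactives mirror those of a sister screen read the other way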
PPARg SRC3 recr = agonists of human PPARgamma SRC-3 coactivator recruitment | 0.26% of 200,000 active | biochemical PPARgamma/SRC-3 coactivator recruitment assay | activation, % at 8 µM | AID 731 | P37231; in the data active = activation above about 23%;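 also: 0% = DMSO and 100% = reference agonist; some compounds past the cut are filed as inactive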
RAM network inh = inhibitors of the yeast RAM network | S. cerevisiae dse1pr::URA3 reporter, 5-FOA growth OD615, 2 d; analog-sensitive cbk1-as2 kinase mutant strain | inhibition, % at 50 µM | 1.8% of 190,000 active;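 active = inhibition above a set limit, 3 SD over mean compound inhibition, cut at about 8.4% in these data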;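 also: 0% = DMSO-only wells with no growth and 100% = 10 µM 1-NA-PP1 full growth; inhibition rescues growth on 5-FOA so higher OD means more RAM inhibition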
S1P3 antag = blocks the human S1P3 receptor | CHO S1P3 NFAT-BLA reporter, FRET fluorescence, antagonist mode | inhibition, % at 4.98 µM | 0.27% of 170,000 active | AID 485;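 active = inhibition above the plate cutoff, the mean inhibition of test wells on that plate plus 3 SD, cut at about 28% in these data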;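 also: cells challenged with S1P at its EC80 of 0.8 µM; blue over green emission ratio from cleaved BLA substrate after 4 h stimulation; 0% = S1P-stimulated wells and 100% = unstimulated DMSO-only wells; some compounds past the cut are filed as inactive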
PPARg SRC2 recr = PPARgamma-driven SRC-2 recruitment agonism; activation, % at 8 µM; AID 1032; 0.34% of 200,000 active; PPARgamma LBD-SRC-2 recruitment, biochemical; P37231; in the data active = activation above about 22%;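 also: 0% = vehicle and 100% = reference agonist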
STAT3 activator = STAT3 signaling activation | U3A cells, IL-6 STAT3-luciferase reporter, luminescence; 100% = signal with IL-6 EC80 alone | activation (% of control), % at 5.6 µM | 0.91% of 190,000 active | AID 871;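 active = activation above the screen-wide mean of compound activation plus 3 SD, cut at about 130% in these data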;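 also: 0% = background luminescence of wells with medium and substrate only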
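System – human U3A cells carrying STAT3-luciferase construct · Probe or stimulus – Interleukin-6, 33 ng/mL · Schedule – compound 1 h, then IL-6 6 h at 37 °C · Signal – luminescence from STAT3-driven luciferase reporter · Evaluation – percent of IL-6-only median luminescence · Benchmarks – IL-6-only high control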
TR-FRET SRC-2 ct = counter-screen for PPARgamma SRC-2 recruitment agonists: TR-FRET artefact; hits give high values; 0.4% of 200,000 active; TR-FRET ratio at 8 µM; in the data active = TR-FRET ratio above about 2000; also: inactives centre near 1500
Starred values were filed as active, the others as inactive; x = not tested or not shown.

The line under a structure holds: STAT3 activator | RAM network inh | TR-FRET SRC-2 ct | PPARg SRC-1 ag | PPARg SRC2 recr | ROMK mod | STAT1 inh | S1P3 antag | STAT3 blocker | TLR4 MyD88 comp | PPARg SRC3 recr
> O=C(/C=C/c1c(Cl)cccc1Cl)N1CCN(c2ncccn2)CC1
    101 | 1.1 | 1331 | 1 | 4 | 0.11 | -9 | x | -1 | -3 | -2
> O=C1CCCCC1Sc1nnc(Cc2cccs2)n1CCc1ccccc1 (stereo not drawn)
    109 | 3.1 | 1642 | -2 | 7 | -1.2 | 3 | -12 | -6 | -1 | 1
> Cc1cc(C)nc(NC2=NCC(=O)N2c2ccc(F)c(Cl)c2)n1
    103 | 0.8 | 1566 | 6 | 5 | 0.89 | 6 | 32 | 1 | 4 | 3
> CC(=O)NCCC(=O)N1CCc2c([nH]c3ccccc23)C1c1cccc(Cl)c1 (stereo not drawn)
    150* | 1.4 | 1344 | -6 | -3 | -1.1 | -6 | -5 | -55 | 0 | -1
> CCCOc1ccc(C(=O)NCC(c2ccco2)N(C)C)cc1 (stereo not drawn)
    106 | -0.7 | 1489 | -4 | -5 | -0.03 | -2 | -15 | -5 | -2 | -6
> CC(C)C(C)NC(=O)COc1ccc(-c2ccccc2)cc1 (stereo not drawn)
    90 | 2.2 | 1667 | 4 | 1 | 0.39 | -5 | x | 12 | -2 | 12
> Cc1ccc(NC(=O)CCN2CCN(C/C=C/c3ccccc3)CC2)cc1
    100 | 1.5 | 1304 | -5 | -1 | x | -2 | x | 1 | -11 | -2
> Clc1ccccc1-c1nc2ccccc2c2nc3ccccc3n12
    95 | 0.5 | 1667 | 3 | 8 | x | 4 | 1 | 9 | 2 | 1
> O=C(NC(C(=O)c1ccccc1)N1CCCCC1)c1ccccc1 (stereo not drawn)
    110 | 0.0 | 1723 | 6 | 5 | 0.47 | -12 | 3 | -8 | 7 | -1
> Cn1c(-c2ccc3c(c2)OCO3)cnc1NCc1ccccc1
    103 | -0.1 | 1388 | -5 | -2 | x | -13 | -37 | 5 | 3 | 0
> Cc1ccc(NC(=O)CSc2ccc3nnc(CCNC(=O)c4ccccc4)n3n2)c(C)c1
    94 | 0.0 | 1501 | 7 | 4 | -0.028 | -5 | -1 | 6 | -4 | 5
> CCN1CCN(c2ccc(NC(=O)c3cnccn3)cc2)CC1
    100 | 1.6 | 1595 | 1 | 1 | -0.24 | -16 | 2 | 8 | -3 | -3
> COc1ccc(S(=O)(=O)N(CCCN2CCOCC2)Cc2cccc(OC)c2OC)cc1
    100 | -0.3 | 1569 | 5 | 8 | -0.71 | 4 | x | 1 | -4 | 6
> Nc1ccccc1Sc1ccccc1[N+](=O)[O-]
    106 | -0.4 | 1525 | 0 | -2 | -0.011 | 4 | -6 | 2 | 14 | 1
> CN1C(=O)C(O)(C2COC(C)(C)CC2=O)c2cc(Br)ccc21 (stereo not drawn)
    103 | -0.1 | 1380 | 0 | 1 | x | -6 | -25 | 1 | -15 | 4
> Cc1ccc(N2C(=O)CC(N3CCN(c4ccccn4)CC3)C2=O)cc1 (stereo not drawn)
    105 | -0.5 | 1357 | -4 | -1 | 0.77 | -1 | 2 | -2 | -12 | -1
> COc1ccc(C(OC(=O)c2ccco2)C(=O)NCc2ccc(C)cc2)cc1 (stereo not drawn)
    103 | 8.3 | 1520 | -2 | 1 | x | -4 | x | 1 | -8 | -6
> O=C(CCC(=O)c1ccc(Br)cc1)Nc1cccc(C(F)(F)F)c1
    102 | 2.0 | 1428 | 0 | -7 | x | -4 | x | -2 | -2 | 1
> COc1cccc2[nH]c3c(Cl)ncnc3c12
    99 | 0.1 | 1447 | -3 | 0 | x | 9 | -9 | 0 | 13 | -2
> Cn1c(=O)c2c(nc(Cl)n2Cc2ccc(Cl)c(Cl)c2)n(C)c1=O
    95 | 3.6 | 1559 | -8 | 0 | x | 2 | x | 10 | -2 | -16
> Cc1nnc(SCc2cc(=O)[nH]c(/N=C(\N)Nc3ccccc3Sc3ccccc3)n2)s1
    89 | 9.0* | 1704 | 15 | 17 | 0.026 | 11 | 9 | 17 | 2 | 8
> Cn1cc(C(=O)c2ccc(Cl)cc2)cc1-c1nc2ccccc2n1C
    66 | -0.3 | 1436 | 1 | -8 | x | 16 | -14 | 46* | -5 | -4
> CCNc1nc(CSc2ccccc2)nc2sc(C)c(C)c12
    95 | -1.0 | 1622 | 7 | 5 | x | 0 | -4 | 0 | 8 | 2
> COc1ccc(CCn2c(=S)[nH]c3ccc(N4CCOCC4)cc3c2=O)cc1OC
    89 | 4.9 | 1806 | 14 | 12 | 0.008 | -20 | -23 | 16 | 1 | 9
> Cc1cnc(NC(=O)C(C)N2C(=O)C3CC=CCC3C2=O)s1 (stereo not drawn)
    100 | 1.3 | 1676 | -9 | 6 | x | 5 | -15 | 6 | 2 | -5
> NS(=O)(=O)c1ccc(NCc2cc(Cl)ccc2OCc2ccc(F)cc2)cc1
    109 | 5.2 | 1397 | 2 | 5 | -0.11 | -7 | -9 | -8 | 5 | -1
> Cc1cc(/C=C2/C(=N)N3C(=NC2=O)SN=C3S(C)(=O)=O)c(C)n1-c1ccccc1F
    94 | 3.1 | 1588 | -2 | -8 | 0.72 | -15 | -13 | 9 | -4 | -2
> C=CCOc1ccc(C2C(C#N)=C(N)N(Nc3ccccc3)C3=C2C(=O)CC(C)(C)C3)cc1OC (stereo not drawn)
    99 | 4.6 | 1784 | 9 | 0 | x | 3 | x | 7 | 7 | -12
> COc1ccccc1OCCOC(=O)Nc1ccccc1
    100 | 0.4 | 1443 | -11 | -13 | x | 2 | 6 | 0 | 7 | -3
> O=c1[nH]cnc2cc(Cl)ccc12
    94 | 0.0 | 1433 | 2 | 7 | x | -5 | -62 | 8 | -6 | 3
> COc1ccc2cc(C(=O)NCCO)sc(=O)c2c1OC
    103 | 1.5 | 1396 | 0 | -5 | x | 9 | x | -1 | 1 | 2
> COc1ccc2c(c1)C(C)CC(C)(C)N2C(=O)NC1CCCCC1 (stereo not drawn)
    96 | 2.5 | 1682 | -2 | 0 | -0.03 | 0 | 1 | 8 | 0 | 5
> COCCOC(=O)c1cc(C(=O)c2cc(F)ccc2O)coc1=N
    101 | 1.1 | 1529 | -1 | -5 | x | -10 | 10 | 4 | -4 | -9
> COc1cc(NS(=O)(=O)c2ccc(N/C=C(\C=O)c3nc4ccccc4o3)cc2)nc(OC)n1
    147* | 5.9 | 1520 | -4 | -1 | x | 7 | -34 | -54 | 4 | 7
> CCN(CC)C(=O)C1=C(C)Nc2ncnn2C1c1cccnc1 (stereo not drawn)
    102 | -0.4 | 1423 | -3 | -12 | -0.38 | -4 | -11 | 2 | -4 | 4
> COc1ccccc1-c1nc(SCC(=O)O)n[nH]1
    137* | 1.9 | 1379 | -4 | -2 | x | -7 | -23 | -40 | 14 | -1
> Cc1onc(-c2c(Cl)cccc2Cl)c1C(=O)NCc1ccco1
    93 | 0.7 | 1707 | 6 | 5 | -0.29 | 0 | 14 | 16 | -1 | 3
> COc1ccccc1OCC(=O)Nc1ccc(Cl)cc1
    95 | 0.0 | 1372 | -1 | -2 | -0.61 | -14 | x | 9 | -15 | -6
> CCCc1nnc(NC(=O)CCC(=O)NC2CCCc3ccccc32)s1 (stereo not drawn)
    106 | 4.2 | 1317 | 0 | -1 | x | -14 | -19 | -3 | -6 | -1
> Cc1cc(C(=O)NCCCN2CCN(C3CCCCC3)CC2)n(-c2ccccc2)n1
    99 | 0.8 | 1578 | 6 | 0 | x | 1 | 1 | 7 | -3 | 8
> CN1C(=O)c2cccc3c(S(=O)(=O)NCc4ccco4)ccc1c23
    90 | 1.2 | 1598 | 0 | 8 | -1.4 | 16 | -8 | 13 | 9 | -6
> O=C(Cc1ccc(Cl)cc1)Nc1ncc([N+](=O)[O-])s1
    101 | 1.9 | 1450 | -2 | 0 | -2 | 2 | 2 | 4 | 4 | -2
> CC(C)C(C)NC(=O)COc1ccc(Sc2ccc(OCC(=O)NC(C)C(C)C)cc2)cc1 (stereo not drawn)
    96 | 4.4 | 1461 | -7 | 0 | x | -8 | 13 | 8 | -5 | -6
> O=C(CCNC(=O)c1ccccc1Cl)Nc1cccc(C(F)(F)F)c1
    96 | 1.3 | 1543 | 3 | 9 | x | 1 | -9 | 5 | -5 | 2
> Nc1nnc(-c2ccc(Cl)cc2Cl)s1
    100 | 0.9 | 1303 | 0 | 2 | 0.47 | -53 | -17 | 5 | 2 | 1
> CCN(CC)C(=O)CNC(=O)Cc1ccc(Cl)cc1
    100 | 0.5 | 1461 | 4 | 10 | 0.035 | -1 | x | -3 | 3 | -7
> CCc1cccc(C)c1NC(=O)C1CN(S(=O)(=O)c2ccccc2)CCN1S(=O)(=O)c1ccccc1 (stereo not drawn)
    106 | 2.5 | 1500 | 0 | -8 | -1.2 | -2 | 3 | -10 | -6 | 3
> COc1ccc(C(C)(C)C)cc1NC(=S)NCCN1CCOCC1
    106 | -1.5 | 1496 | -4 | -13 | x | -3 | 2 | -8 | 16 | 2
> Cc1c(NC(=O)c2ccc(S(=O)(=O)N(C)c3ccccc3)cc2)c(=O)n(-c2ccccc2)n1C
    102 | 2.0 | 1632 | 8 | 8 | 0.42 | 4 | -8 | -1 | -2 | -1
> CC(=O)N1CCN(Cc2nc3cc(NC(=O)COc4ccccc4)ccc3n2C)CC1
    96 | 0.2 | 1542 | 2 | -6 | -1.1 | -6 | -11 | 15 | -5 | 7
> O=C(O)CCCCCn1c(O)c(C=C2N=c3ccccc3=N2)sc1=S
    103 | 0.4 | 1649 | 7 | 4 | 0.15 | -2 | -2 | -3 | -16 | 4
> CCOc1ccc(C(=O)CN2CCN(S(=O)(=O)c3ccc(Cl)cc3)CC2)cc1
    104 | 1.2 | 1571 | -6 | -3 | x | 3 | -7 | -1 | 7 | -2
> Nc1ccnn1Cc1cccnc1
    105 | 0.1 | 1318 | 5 | 1 | x | -3 | -3 | -2 | 3 | -10
> CCC(=O)c1c[nH]c(C(=O)NCCc2ccccn2)c1
    100 | 0.6 | 1560 | 2 | -5 | x | -14 | x | 9 | 0 | -6
> Cc1ccccc1N/N=C1\CCCNC1=O
    91 | 1.7 | 1685 | 1 | 5 | x | -15 | x | 12 | -9 | 2
> COc1cc(-c2nnc(COc3ccc4cc(Br)ccc4c3)o2)cc(OC)c1OC
    103 | 3.0 | 1530 | 11 | 4 | x | -8 | 4 | 1 | -18 | 6

Not a hit list. About 5.6% of those tested had a hit in this group.
